# Bioassay records from PubChem.
# OPRM1-OPRD1 ag: OPRM1-OPRD1 heterodimerization agonism | P35372+P41143 | cells, luminescence | activation, % at 9.3 µM | 0.3% of 340,000 active; in the data active means activation above about 18%;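 further: 0% = vehicle-treated cells and 100% = reference agonist; values of inactives mirror those of a sister screen read the other way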
# Keap1-Nrf2 PPI: inhibitors of human Keap1-Nrf2 protein-protein interaction; Keap1 Kelch-Nrf2 peptide fluorescence polarization, 1536-well; inhibition, % at 9.4 µM; 0.15% of 340,000 active; in the data active means inhibition above about 12%;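 further: human Keap1 Kelch domain with fluorescein labeled Nrf2 9mer peptide probe; 0% = neutral control wells and 100% = peptide positive control; higher means more block of Keap1 binding to Nrf2 peptide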
# Target sequence (Q14145 whole entry, looked up, the tested form may be a part): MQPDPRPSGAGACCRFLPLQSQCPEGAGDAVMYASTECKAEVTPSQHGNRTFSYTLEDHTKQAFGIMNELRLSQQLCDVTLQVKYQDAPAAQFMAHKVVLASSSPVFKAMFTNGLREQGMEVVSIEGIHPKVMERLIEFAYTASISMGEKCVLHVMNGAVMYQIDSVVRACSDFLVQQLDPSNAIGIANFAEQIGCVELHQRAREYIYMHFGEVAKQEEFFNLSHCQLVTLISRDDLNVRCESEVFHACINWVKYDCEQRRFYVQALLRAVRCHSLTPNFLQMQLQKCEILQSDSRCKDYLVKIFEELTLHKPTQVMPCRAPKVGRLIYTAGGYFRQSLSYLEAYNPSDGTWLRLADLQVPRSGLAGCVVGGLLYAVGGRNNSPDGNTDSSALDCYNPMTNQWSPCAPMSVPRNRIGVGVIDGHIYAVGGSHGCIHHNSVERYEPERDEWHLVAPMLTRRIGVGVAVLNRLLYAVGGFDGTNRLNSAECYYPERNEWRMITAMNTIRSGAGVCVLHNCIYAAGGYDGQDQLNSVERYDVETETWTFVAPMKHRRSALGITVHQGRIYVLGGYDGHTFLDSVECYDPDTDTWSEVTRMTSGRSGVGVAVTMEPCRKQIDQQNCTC
# RTF Ca sens act: increases calcium sensitivity of human cardiac regulated thin filaments | IANBD-labeled TnC RTF fluorescence at EC20 calcium; 0% EC20 calcium, 100% full calcium | activation, % at 7.2 µM | 0.24% of 340,000 active | P19429+P45379;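 active means activation above the mean over all tested compounds plus 3 SD, cut at about 30% in these data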;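 further: rise in fluorescence read as greater calcium sensitivity of cardiac thin filaments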
# V-ATPase pHluor: regulators of yeast V-ATPase proton transport; S. cerevisiae, pHLuorin cytosolic pH fluorescence; 0.37% of 350,000 active; response, % at 10 µM; AID 504577; in the data active means response mostly above about 7.3%, no sharp cut-off; inactive means mostly below about 5.4%; further: actives read high; inactives centre near 0; some compounds called inactive have numbers as strong as hits; reference of the scale not given here
# DSG3 Ab inh: blocks pemphigus antibody binding to human desmoglein-3; 0.48% of 310,000 active; AID 588358; DSG3-coupled beads, scFv-anti-DSG3-GFP binding, flow cytometry; active compounds read low; binding (percent of control), % at 10 µM; P32926;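 active means binding more than 3 SD below its plate's average and above zero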;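 further: hits lower antibody fragment binding to DSG3; some compounds called inactive have numbers as strong as hits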
# OPRM1-OPRD1 inv: inverse agonist of human OPRM1-OPRD1 heterodimerization | 0.21% of 340,000 active | cell-based MOR-DOR heterodimer luminescence, inverse agonism | inhibition, % at 9.3 µM | P35372+P41143; in the data active means inhibition above about 22%, passing the limit was not always enough;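 further: 0% = cells with DMSO and 100% = wells without cells with DMSO; values of inactives mirror those of a sister screen read the other way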
# C-LANA FP: KSHV C-LANA DNA binding inhibition. MBP-C-LANA/FAM-LBS DNA binding, fluorescence polarization. inhibition, % at 9 µM. 0.078% of 340,000 active. AID 504423;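 active means highest replicate inhibition at or above 60% at 9 µM, even if other replicates fall short; inactive means all replicates below 60% inhibition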;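 further: 0% = neutral control wells and 100% = 4 µM acridine orange control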
# RTF Ca sens inh: cardiac RTF calcium desensitization. IANBD-labeled cardiac RTF, Ca2+ fluorescence. inhibition, % at 7.15 µM. 0.12% of 340,000 active. AID 493244;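 active means inhibition above the mean inhibition of all tested compounds plus 3 SD, cut at about 17% in these data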;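 further: assay run at fixed EC70 calcium of 1.6 mM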
# Wnt bcat act: Wnt/beta-catenin pathway activation; 1.2% of 300,000 active; AID 743398; Wnt/beta-catenin reporter cell assay, activator, plate reader; activation, % at 9.35 µM; in the data active means activation above about 30%, passing the limit was not always enough;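 further: 0% = neutral control wells and 100% = positive control wells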
# Arr AP2 block: inhibitors of human beta-arrestin and AP2 interaction; FITC-arrestin peptide / GST-AP2 beads, flow cytometry; AP2 beta2 appendage carries R879A mutation; inhibition, % at 10 µM; 0.31% of 340,000 active; AID 504490;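 active means inhibition above a set limit, near 3 SD of compounds lacking own fluorescence, cut at about 54% in these data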;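 further: plate controls were DMSO wells for no effect and 5 µM unlabelled arrestin peptide for full effect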
#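 Measured by: flow cytometry, FL1 (488/535 nm); Material: AP2 appendage R879A on GSH beads; Evaluation: percent response; Timing: pre-incubation 12 min, peptide binding 1 h, room temperature; Also added: 50 nM FITC-arrestin peptide; Medium: PBS with 0.05% Tween 20 and 0.1% BSA.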
# The depositor's hits bear a star; / = no result given.
Molecule,OPRM1-OPRD1 ag,Keap1-Nrf2 PPI,RTF Ca sens act,V-ATPase pHluor,DSG3 Ab inh,OPRM1-OPRD1 inv,C-LANA FP,RTF Ca sens inh,Wnt bcat act,Arr AP2 block
O=C(COC(=O)C1CC2CCCC(C1)C2=O)NC(=O)c1ccccc1 (centres undefined),-3.6,1.0,-4.4,-1.1,/,14.4,3.5,-4.2,-3.0,-14.1
COc1cc(CNCCO)ccc1OCC(=O)Nc1ccc(Br)cc1,-0.3,-3.1,0.8,1.2,132.6,1.9,0.2,0.1,/,-7.6
CCCCOCCCNc1ncnc2c1[nH]c1ccccc12,1.4,2.9,-2.3,1.2,103.8,-6.9,-0.9,-2.4,/,-1.6
O=C(NCc1ccccc1)c1ccc(N2CCC3(CC2)CC(c2ccc(Cl)cc2)=NO3)c([N+](=O)[O-])c1,-1.0,-1.8,-6.6,-1.4,102.6,5.4,3.4,0.8,-4.7,-8.0
CCCCn1c(N)c(N(CC)C(=O)c2cccs2)c(=O)[nH]c1=O,-1.4,3.5,1.4,4.4,94.8,7.0,-1.8,-7.4,-4.0,-5.4
COC(=O)c1c(NC(=O)Cc2cccs2)sc2c1CCC(C)C2 (centres undefined),-3.3,-0.6,-1.3,-5.9,93.5,18.8,-2.1,-0.1,/,25.1
COc1ccc(NC(=O)CC2C(=O)OCC3CCCCN32)cc1Cl (centres undefined),2.5,0.2,3.4,0.7,99.4,-11.0,1.2,-6.4,/,9.9
COC(=O)C1=C(C)NC(C)=C(C(=O)OC(C)C)C1c1cccc2nonc12 (centres undefined),-0.2,2.4,6.0,1.5,98.4,1.3,-0.4,6.1,-5.0,12.7
CC1CCCN(C(=O)c2ccc([N+](=O)[O-])o2)C1 (centres undefined),0.9,-4.6,0.2,6.9,/,-5.0,0.9,-12.8,-0.7,38.3
COc1cc2c(cc1OC)CN(CCOc1ccc(Br)cc1)CC2,0.0,-1.5,1.2,0.9,101.8,-0.1,0.1,-7.4,-14.5,-1.3
O=C(CN1C(=O)NC2(CCCCCC2)C1=O)Nc1ccc(Br)cc1Br,-1.2,2.0,2.8,3.1,99.9,4.6,-2.4,-6.4,-4.2,3.2
Cc1cc(S(=O)(=O)N(Cc2ccccn2)Cc2ccco2)ccc1-n1cnnn1,-1.6,-2.4,0.5,2.0,103.1,8.9,-0.4,-0.9,-0.8,29.7
Cc1ccc(NC(=O)c2cc3ccccc3o2)cc1S(=O)(=O)N(C)C,0.3,1.1,-3.2,2.2,/,-1.8,-2.2,-0.8,/,24.3
Cc1ccc(Oc2ncnc3sccc23)cc1,-2.3,-4.5,2.5,1.1,90.8,13.6,1.5,-5.7,/,-6.0
O=C(COc1ncnc2c(Cl)cc(Cl)cc12)NC1CCCCCC1,-2.3,-6.1,-3.7,0.6,103.7,12.2,0.0,-1.5,1.0,1.9
O=[N+]([O-])c1nn(-c2ccc3c(c2)OCCO3)n(O)c1=NCc1ccccc1Cl,-2.2,-4.6,6.2,0.7,123.6,10.0,0.6,-10.9,18.7,9.1
CCn1c2ccccc2c2nnc(SCC(=O)c3ccccc3)nc21,-2.3,-1.5,2.4,0.3,99.3,11.4,-0.4,-7.9,/,2.1
CC(C)(C)c1ccc(C(=O)NCCC(=O)N2CCCC2)cc1,-2.6,-1.2,-1.5,0.0,/,16.1,1.3,-11.6,25.6,9.2
O=C(CCCOc1ccc(Cl)cc1Cl)NCc1ccccn1,-2.2,-2.6,-6.4,5.2,102.6,11.0,-1.3,2.0,3.0,/
COc1ccc(-c2nc(CS(=O)CC(=O)NCc3ccc(Cl)cc3)c(C)o2)cc1 (centres undefined),-0.6,-0.9,3.7,-0.8,100.8,3.6,1.7,-6.2,3.2,30.8
C=CCn1c(N)cc(=O)nc1SCC(=O)N1CCN(c2ccc(F)cc2)CC1,-2.0,-0.1,-4.4,-1.0,121.3,12.0,-0.8,-4.0,-4.7,24.2
Nc1nnc(-c2cccc(F)c2)s1,-2.4,0.7,-3.2,-2.1,98.0,12.2,-1.3,-3.1,1.2,-7.5
COc1ccccc1NC(=O)Cn1cnc2sc(C(=O)Nc3cc(OC)c(OC)c(OC)c3)c(C)c2c1=O,-2.6,-3.8,-0.2,1.3,99.7,13.7,1.4,-7.7,-0.6,-3.8
Cc1ccccc1N(CC(=O)NC(C)(C)C)C(=O)CCC(=O)Nc1nccs1,-0.8,-4.8,2.2,-2.9,117.5,4.2,-1.7,0.1,13.1,10.3
O=C(O)/C(=C\c1ccc(Cl)cc1)c1ccc(S(=O)(=O)N2CCCC2)s1,2.3,5.9,1.6,-1.1,93.8,-9.7,-0.7,-5.0,-1.0,22.2
C/C(Nc1cccc(F)c1)=C(/C#N)C(N)=O,0.7,4.7,-2.1,-1.0,93.3,-4.0,-0.8,-6.0,-1.0,-1.9
CCC(CC)NC(=O)COC(=O)c1ccc(OCc2ccc(C(C)=O)cc2OC)c(OC)c1,-0.3,2.0,12.1,5.0,99.9,1.4,1.7,-7.8,-1.1,24.6
COc1cc(C(=O)N2CCN(C/C=C/c3ccccc3)CC2)cc(OC)c1OC,-0.4,5.0,-0.3,-3.9,103.0,2.3,0.6,6.1,-4.0,25.3
Cc1ccc(-c2noc(C3CCCN(C(=O)c4cccc(F)c4)C3)n2)cc1 (centres undefined),0.9,-6.8,6.3,-4.4,102.5,-4.8,0.6,0.1,0.3,23.5
O=S(=O)(c1cccc2cccnc12)N1CCN(c2ccccc2)CC1,-1.4,-2.8,-5.7,-0.9,106.2,7.3,-0.5,3.4,-2.0,-4.3
COc1ccc(S(=O)(=O)n2[nH]c(=O)c(CCO)c2C)c([N+](=O)[O-])c1,2.1,-0.4,3.4,8.6,97.4,-10.8,-0.1,-7.5,-1.5,31.6
O=C(Cc1ncc(C(F)(F)F)cc1Cl)Nc1ccc(F)cc1,-0.6,3.4,-1.6,-1.5,94.2,3.1,-1.0,-6.8,/,1.1
Cc1ccccc1NC(=S)/C(=C(\[O-])c1cc(C)n(Cc2ccccc2Cl)c1C)[n+]1ccccc1,-2.0,-1.5,0.5,2.0,99.9,10.8,1.2,7.6,-0.5,21.9
CC1Cc2nc(SCC(=O)Nc3ccc(F)cc3F)n(C)c(=O)c2S1 (centres undefined),-1.7,-6.9,3.3,-2.9,85.0,9.6,1.6,-14.1,-3.4,-1.9
CC1CN(S(=O)(=O)c2cccc(C(=O)Nc3cc(Cl)ccc3N3CCOCC3)c2)CC(C)O1 (centres undefined),-0.1,-3.4,-1.6,7.5,/,0.5,-0.4,-5.7,-1.9,1.3
CCCCC(=O)Nc1ccccc1C#N,0.2,0.9,-1.8,1.7,99.6,-1.4,1.0,0.6,/,0.6
Cc1ccc(-c2nc(C)c(C(=O)O)s2)cc1,-2.4,-0.6,2.2,-1.6,103.0,13.9,-0.2,-4.0,-2.0,14.9
O=S1(=O)N=C(N/N=C/c2ccccn2)c2ccccc21,-0.1,-4.6,3.3,2.1,/,0.3,4.2,0.7,/,26.8
Cc1cccc(C)c1NC(=O)CN(C)CC(=O)Nc1cc(Cl)ccc1C#N,-1.7,-2.9,6.8,0.7,/,9.6,1.2,-14.4,-2.7,4.6
COc1ccc(NC(=O)CN(C)CC(=O)Nc2ccc(Cl)cc2[N+](=O)[O-])cc1,4.9,-3.4,6.7,-0.6,117.0,-23.8,0.0,0.4,-0.6,11.4
CCN1CCN(CCCNC(=O)c2cc3c(s2)-c2ccccc2OC3)CC1,-0.8,2.1,-0.3,-0.5,121.7,3.8,-1.8,-18.0,0.6,-8.4
Cc1cc(C)c(NC(=O)C2CC(=O)N(C3CCCC3)C2)c(C)c1 (centres undefined),-2.6,-0.5,-1.6,0.7,/,10.7,-1.1,-2.6,0.7,-4.6
CN1CCN(/C=N/C2=C(C#N)C(c3ccccc3)C3=C(CC(C)(C)CC3=O)O2)CC1 (centres undefined),-1.8,-3.6,2.5,0.9,99.0,9.5,1.6,-4.9,0.0,3.2
COc1ccc(CN2C(=O)CC(C(=O)NCCc3ccc(S(N)(=O)=O)cc3)SC2=Nc2ccccc2)cc1 (centres undefined),-2.3,-2.8,-6.6,1.3,79.1,11.4,0.8,1.5,0.5,5.6
CC(C)NS(=O)(=O)c1ccc(OCC(=O)Nc2ccc3c(c2)OCO3)cc1,-3.2,-1.5,-0.5,-2.9,100.1,16.6,-0.9,-2.5,-0.1,31.8
CC(C)C(=O)Nc1nnc(CCc2nnc(NC(=O)C(C)C)s2)s1,-0.9,-2.1,-8.0,-1.3,103.9,5.1,0.4,-2.8,/,0.7
Cc1cc(NC(=O)c2ccc(N3C(=O)CCC3=O)cc2)no1,2.4,-5.1,4.2,6.5,99.3,-14.4,-4.0,-0.8,-2.8,-12.2
Cn1[nH]c(-c2ccccc2)c(/C=N/O)c1=O,/,0.1,/,3.6,/,/,-4.4,/,-1.3,-17.7
CCCN(CCC)C(=O)Cn1c(=O)n(CCCCC(=O)NC2CCCC2)c(=O)c2ccccc21,-1.0,1.2,-2.6,-2.5,107.6,5.8,-0.7,-0.6,/,4.8
CC(C)(C)OC(=O)N[C@@H](C(=O)OC(C)(C)C)c1ccc2c(c1)OCO2,4.9,5.1,-5.0,1.4,106.3,-28.3,1.3,-11.0,-1.2,18.2
COc1cc(-c2nc(-c3ccc(NC(=O)c4ccc(Br)o4)cc3)no2)cc(OC)c1OC,3.0,3.1,2.4,-1.4,102.2,-15.7,-0.4,-10.4,/,-11.3
Cc1ccc(N2CCN(C(=O)c3cc(-c4ccc(F)cc4)[nH]c3C)CC2C)cc1 (centres undefined),7.6,-3.8,0.8,0.0,/,-34.4,4.2,-4.9,-0.3,-4.6
CC(C)OC(=O)CSc1nc2c(c(C3CC=CCC3)c1C#N)CCC2 (centres undefined),4.2,-2.8,-10.2,-5.3,119.5,-24.5,-3.1,7.2,-3.7,7.5
N#Cc1cccc(NC(=O)CNc2cccc(S(=O)(=O)N3CCCCC3)c2)c1,16.8,-6.2,3.6,-2.1,94.5,-106.7,1.2,-0.9,-0.1,5.5

# 4 entries out of the list above, arranged by their value in OPRM1-OPRD1 inv, high to low:
SMILES	OPRM1-OPRD1 inv
CCCN(CCC)C(=O)Cn1c(=O)n(CCCCC(=O)NC2CCCC2)c(=O)c2ccccc21	5.8
COc1cc(-c2nc(-c3ccc(NC(=O)c4ccc(Br)o4)cc3)no2)cc(OC)c1OC	-15.7
CC(C)OC(=O)CSc1nc2c(c(C3CC=CCC3)c1C#N)CCC2 (centres undefined)	-24.5
CC(C)(C)OC(=O)N[C@@H](C(=O)OC(C)(C)C)c1ccc2c(c1)OCO2	-28.3
